Compound activity deposited in PubChem BioAssay by NCI.
NCI-60 one-dose screen, 48 h, at 10 µM unless noted. Numbers give growth in % (100 = growth as untreated, 0 = no growth, -100 = all killed).
OVCAR-8 = OVCAR-8 ovarian cancer; 81,000 compounds, 4.4% hits
ACHN = ACHN renal cancer | 81,000 compounds, 4.9% hits | AID 1794771
RXF 393 = RXF 393 renal cancer cells; 77,000 compounds, 6.9% hits; AID 1794773
OVCAR-3 = OVCAR-3 ovarian cancer | 79,000 compounds, 7% hits
A498 = A498 renal cancer cells. AID 1794774. 76,000 compounds, 5.4% hits
OVCAR-5 = OVCAR-5 ovarian cancer; 82,000 compounds, 2.9% hits; AID 1794783
CAKI-1 = CAKI-1 renal cancer. 75,000 compounds, 4.7% hits
OVCAR-4 = OVCAR-4 ovarian cancer cells; 80,000 compounds, 3.7% hits; AID 1794784
An asterisk follows results filed as active; & = joins results of further samples; ! = not active in a repeat. How the source made its calls: active means growth percent below 10; inactive means the rest.

How did NC(N)=NS(=O)(=O)c1ccc(N=Nc2c(N)n[nH]c2N)cc1 do in these assays?
OVCAR-8: 101; ACHN: 106; RXF 393: 106; A498: 92; OVCAR-5: 106; CAKI-1: 90; OVCAR-4: 104

How did CCOC(=O)CC1CSC(N/N=C/c2ccc(F)cc2)=N1 (stereo not drawn) do in these assays?
OVCAR-8: 102; ACHN: 112; RXF 393: 108; OVCAR-3: 106; A498: 99; OVCAR-5: 109; CAKI-1: 98; OVCAR-4: 107

Results for COc1cc(C2CC(c3ccccc3)=NN2C=O)ccc1Oc1ccnc2cc(Cl)ccc12 (stereo not drawn) ?
OVCAR-8: 39; ACHN: 69; RXF 393: 99; OVCAR-3: 70; A498: 76; OVCAR-5: 84; CAKI-1: 50; OVCAR-4: 35

How did COc1ccc(CSc2nc3ccc(Cl)cc3c(=O)n2Cc2ccccc2)cc1 do in these assays?
OVCAR-8: 108; RXF 393: 107; OVCAR-3: 108; A498: 104; CAKI-1: 83; OVCAR-4: 96

What do the screens show for `CCO/C=N/C1=C(C#N)C(c2ccc(F)cc2)c2sc3c(F)cccc3c2O1` (stereo not drawn)?
OVCAR-8: 51; ACHN: 54; RXF 393: 33; OVCAR-3: 8.4*; A498: 41; OVCAR-5: 83; CAKI-1: 25; OVCAR-4: 68

What do the screens show for `C[S+](C)CCCN`?
OVCAR-8: 102; ACHN: 113; RXF 393: 107; OVCAR-3: 122; A498: 113; OVCAR-5: 113; CAKI-1: 102; OVCAR-4: 105

What do the screens show for `O=C(Cn1cc(CO)nn1)Nc1nc(-c2ccc(Br)cc2)cs1`?
OVCAR-8: 98; ACHN: 111; RXF 393: 105; OVCAR-3: 116; A498: 90; OVCAR-5: 102; CAKI-1: 95; OVCAR-4: 96

How did CC(=O)N[C@@H](CO)CC(=O)c1ccc2c(c1O)C=CC(C)(C)O2 do in these assays?
OVCAR-8: 97; ACHN: 94; RXF 393: 102; OVCAR-3: 102; A498: 108; OVCAR-5: 97; CAKI-1: 89; OVCAR-4: 104

How did CSc1nnc(-c2cc(-c3ccccc3)nc3ccccc23)n1-c1ccccc1 do in these assays?
OVCAR-8: 94; ACHN: 97; RXF 393: 115; OVCAR-3: 94; A498: 52; OVCAR-5: 101; CAKI-1: 70; OVCAR-4: 85

How did CC(C)CSc1nc(NNC(N)=S)c(C#N)c(-c2ccccc2)n1 do in these assays?
OVCAR-8: 105; ACHN: 88; RXF 393: 115; OVCAR-3: 105; A498: 75; OVCAR-5: 103; CAKI-1: 85; OVCAR-4: 108

Results for CCCCCCOCCNc1ccnc(N)n1 ?
OVCAR-8: 102; ACHN: 98; RXF 393: 113; OVCAR-3: 85; A498: 104; OVCAR-5: 97; CAKI-1: 101; OVCAR-4: 89

Results for Cc1ccc(O)c(N)c1 ?
OVCAR-8: 104; ACHN: 97; RXF 393: 117; OVCAR-3: 118; A498: 127; OVCAR-5: 115; CAKI-1: 215; OVCAR-4: 111

How did CCCCN(CCCC)CC(O)CN(CC)CC (stereo not drawn) do in these assays?
OVCAR-8: 104; ACHN: 102; RXF 393: 104; OVCAR-3: 113; A498: 111; OVCAR-5: 95; CAKI-1: 94; OVCAR-4: 97

What do the screens show for `c1ccc(-c2c(-c3ccccc3)[n+](Cc3ccc4ccccc4c3)c(-c3cccc4ccccc34)n2Cc2ccc3ccccc3c2)cc1`?
OVCAR-8: -44*; ACHN: -100*; RXF 393: -94*; OVCAR-3: -88*; OVCAR-5: -48*; CAKI-1: -97*; OVCAR-4: -81*

Results for N#Cc1ccccc1-c1ccc(CN2C(=O)S/C(=C\c3ccccc3)C2=O)cc1 ?
OVCAR-8: 98; ACHN: 102; RXF 393: 102; OVCAR-3: 123; A498: 102; OVCAR-5: 102; CAKI-1: 98; OVCAR-4: 119

How did O=C1Nc2ccc(Cl)cc2/C1=N/N=C/c1ccc2c(c1)OCCO2 do in these assays?
OVCAR-8: 99; ACHN: 105; RXF 393: 117; OVCAR-3: 107; OVCAR-5: 109; CAKI-1: 94; OVCAR-4: 101

Results for O=C(Nc1cccc(-c2nc3ccccc3c(=O)[nH]2)c1)c1cccnc1 ?
OVCAR-8: 87; ACHN: 84; RXF 393: 104; OVCAR-3: 87; A498: 106; OVCAR-5: 100; CAKI-1: 75; OVCAR-4: 103

What do the screens show for `CC/C=C(\C)C(C#N)(CC)C(=O)OCC` (stereo not drawn)?
OVCAR-8: 106; ACHN: 116; RXF 393: 113; OVCAR-3: 117; OVCAR-5: 116; CAKI-1: 99; OVCAR-4: 108

What do the screens show for `O=C1NC(=O)C(Cc2ccccc2)(c2ccccc2)N1` (stereo not drawn)?
OVCAR-8: 101; ACHN: 99; RXF 393: 92; OVCAR-3: 108; A498: 116; OVCAR-5: 85; CAKI-1: 104; OVCAR-4: 100

Results for CCN(c1ccc(OC)cc1)c1nc(-c2ccc(Br)cc2)cs1 ?
OVCAR-8: 102; ACHN: 107; RXF 393: 129; OVCAR-3: 105; A498: 75; OVCAR-5: 107; CAKI-1: 89; OVCAR-4: 99

What do the screens show for `CSc1nc(N)nc2c1ncn2C`?
OVCAR-8: 106; ACHN: 106; RXF 393: 116; OVCAR-3: 100; A498: 119; OVCAR-5: 100; OVCAR-4: 103

How did CC1=C(/C=C/C(C)=C/C=C/C(C)=C/C=N/NC(=S)NC(=S)N/N=C/C=C(C)/C=C/C=C(C)/C=C/C2=C(C)CCCC2(C)C)C(C)(C)CCC1 do in these assays?
OVCAR-8: -75*; ACHN: 10&39; RXF 393: -98*; OVCAR-3: -99*; A498: -47*!; OVCAR-5: -78*; CAKI-1: -20*; OVCAR-4: -0.5*!

Results for O=C(NC(=O)c1ccc(F)c(Cl)c1)NC1CC1 ?
OVCAR-8: 103&99; ACHN: 108&106; RXF 393: 113; OVCAR-3: 107&104; A498: 96&96; OVCAR-5: 105&109; CAKI-1: 87&104; OVCAR-4: 93&119

How did COc1ccc(CC(=O)N2CCN(C(=O)Nc3ccc(S(N)(=O)=O)cc3)CC2)cc1 do in these assays?
OVCAR-8: 100; ACHN: 107; RXF 393: 96; OVCAR-3: 105; A498: 111; OVCAR-5: 95; CAKI-1: 109; OVCAR-4: 108

How did COc1ccc(/C=c2\nc3n(-c4ccccc4)c4nc5c6c(sc5c(=N)n4n-3c2=O)CCCC6)cc1 do in these assays?
OVCAR-8: 89; ACHN: 75; RXF 393: 98; OVCAR-3: 88; A498: 59; OVCAR-5: 104; CAKI-1: 73; OVCAR-4: 82

How did CCN(CC)CCNc1ccc([N+](=O)[O-])c2sc3cc(Cl)ccc3c(=O)c12 do in these assays?
OVCAR-8: 3.3*; RXF 393: -39*; OVCAR-3: 71; A498: 73; OVCAR-5: 39; OVCAR-4: -38*

Results for N#Cc1ccc(-c2ccc(-c3cccs3)s2)nc1 ?
OVCAR-8: 92; ACHN: 98; RXF 393: 104; OVCAR-3: 102; A498: 112; OVCAR-5: 111; CAKI-1: 101; OVCAR-4: 97

Results for Clc1ccc(-c2nc(C(Cl)Cl)nc3cc(-c4ccccc4)nn23)cc1 ?
OVCAR-8: 30; ACHN: -53*; RXF 393: -55*; OVCAR-3: -10*; A498: -16*; OVCAR-5: 17; CAKI-1: -16*; OVCAR-4: -7.6*

How did O=C(Nc1ccc2cc3ccc(NC(=O)NC4CCCCC4)cc3nc2c1)NC1CCCCC1 do in these assays?
OVCAR-8: 93; ACHN: 100; RXF 393: 16; OVCAR-3: 98; OVCAR-5: 103; CAKI-1: 93; OVCAR-4: 93

How did COc1ccc(/C=C2\C=C(c3ccc(F)cc3)N(Cc3ccc(F)cc3)C2=O)cc1OC do in these assays?
OVCAR-8: 92; ACHN: 95; RXF 393: 94; OVCAR-3: 112; A498: 68; OVCAR-5: 88; CAKI-1: 80; OVCAR-4: 79

7 compounds picked at random from those above, as already listed:
How did COc1ccc(/C=c2\nc3n(-c4ccccc4)c4nc5c6c(sc5c(=N)n4n-3c2=O)CCCC6)cc1 do in these assays?
OVCAR-8: 89; ACHN: 75; RXF 393: 98; OVCAR-3: 88; A498: 59; OVCAR-5: 104; CAKI-1: 73; OVCAR-4: 82

What do the screens show for `CSc1nc(N)nc2c1ncn2C`?
OVCAR-8: 106; ACHN: 106; RXF 393: 116; OVCAR-3: 100; A498: 119; OVCAR-5: 100; OVCAR-4: 103

Results for CCN(c1ccc(OC)cc1)c1nc(-c2ccc(Br)cc2)cs1 ?
OVCAR-8: 102; ACHN: 107; RXF 393: 129; OVCAR-3: 105; A498: 75; OVCAR-5: 107; CAKI-1: 89; OVCAR-4: 99

What do the screens show for `CC/C=C(\C)C(C#N)(CC)C(=O)OCC` (stereo not drawn)?
OVCAR-8: 106; ACHN: 116; RXF 393: 113; OVCAR-3: 117; OVCAR-5: 116; CAKI-1: 99; OVCAR-4: 108

How did COc1ccc(CC(=O)N2CCN(C(=O)Nc3ccc(S(N)(=O)=O)cc3)CC2)cc1 do in these assays?
OVCAR-8: 100; ACHN: 107; RXF 393: 96; OVCAR-3: 105; A498: 111; OVCAR-5: 95; CAKI-1: 109; OVCAR-4: 108

How did CC(C)CSc1nc(NNC(N)=S)c(C#N)c(-c2ccccc2)n1 do in these assays?
OVCAR-8: 105; ACHN: 88; RXF 393: 115; OVCAR-3: 105; A498: 75; OVCAR-5: 103; CAKI-1: 85; OVCAR-4: 108

Results for N#Cc1ccc(-c2ccc(-c3cccs3)s2)nc1 ?
OVCAR-8: 92; ACHN: 98; RXF 393: 104; OVCAR-3: 102; A498: 112; OVCAR-5: 111; CAKI-1: 101; OVCAR-4: 97

Other results
What do the screens show for `Cc1ccc(-n2cnc3c(=O)[nH]cnc32)cc1`?
OVCAR-8: 105; ACHN: 107; RXF 393: 114; OVCAR-3: 141; A498: 117; OVCAR-5: 97; CAKI-1: 100; OVCAR-4: 123

Results for COc1cccc(/C=C2\C(=N)N=C(SCc3nc4ccccc4[nH]3)NC2=O)c1 ?
OVCAR-8: 97; ACHN: 82; RXF 393: 85; OVCAR-3: 98; A498: 111; OVCAR-5: 115; CAKI-1: 77; OVCAR-4: 101

What do the screens show for `C[C@@H]1CN(c2ccc3ncc(C#Cc4cncc(C(=O)Nc5ccc(CN6CCN(C)CC6)c(C(F)(F)F)c5)c4)n3n2)C[C@H](C)O1`?
OVCAR-8: 0.4*; ACHN: -94*; RXF 393: -92*; OVCAR-3: -48*; A498: -90*; OVCAR-5: -35*; CAKI-1: -94*; OVCAR-4: -10*

How did COc1cc(-c2nc3ccc(C)cc3n2CC(=O)NNC(=O)c2ccncc2)cc(OC)c1OC do in these assays?
OVCAR-8: 100; ACHN: 100; RXF 393: 104; OVCAR-3: 119; A498: 56; OVCAR-5: 109; CAKI-1: 92; OVCAR-4: 94

How did COc1ccc(CNNC(=O)C2CCCCC2)c(OC)c1OC do in these assays?
OVCAR-8: 103; ACHN: 110; RXF 393: 97; OVCAR-3: 111; A498: 100; OVCAR-5: 105; CAKI-1: 93

How did CCC1(c2ccccc2)SC(=O)NC1=O (stereo not drawn) do in these assays?
OVCAR-8: 106; ACHN: 116; RXF 393: 107; OVCAR-3: 114; A498: 102; OVCAR-5: 112; CAKI-1: 107; OVCAR-4: 94

How did O=c1cc(C2NNC(=S)N2)c2ccc3ccccc3c2o1 (stereo not drawn) do in these assays?
OVCAR-8: 97; ACHN: 95; RXF 393: 87; OVCAR-3: 106; A498: 88; OVCAR-5: 109; CAKI-1: 85; OVCAR-4: 101

Results for Nc1ccc(C2NNC(=O)Cc3cc4c(cc32)OCO4)cc1 (stereo not drawn) ?
OVCAR-8: 107; ACHN: 109; RXF 393: 118; OVCAR-3: 129; A498: 93; OVCAR-5: 102; CAKI-1: 98; OVCAR-4: 98

What do the screens show for `Oc1ccccc1-c1nn(-c2ccccc2)cc1-c1nc2ccccc2o1`?
OVCAR-8: 90; ACHN: 93; RXF 393: 109; OVCAR-3: 90; A498: 78; OVCAR-5: 108; CAKI-1: 101; OVCAR-4: 75

How did COc1ccc(Cc2ncc(-c3ccc(N)cc3)o2)cc1OC do in these assays?
OVCAR-8: 97; ACHN: 102; RXF 393: 93; OVCAR-3: 93; A498: 73; OVCAR-5: 95; CAKI-1: 76; OVCAR-4: 91

How did Brc1c(-c2ccccc2)nc2ccccc2c1Br do in these assays?
OVCAR-8: 99; ACHN: 92; RXF 393: 114; OVCAR-3: 102; A498: 68; OVCAR-5: 95; CAKI-1: 102; OVCAR-4: 102

How did O=[N+]([O-])c1ccc(S)cc1 do in these assays?
OVCAR-8: 103; ACHN: 99; RXF 393: 118; OVCAR-3: 111; OVCAR-5: 101; CAKI-1: 85; OVCAR-4: 104
